Screens as filed in PubChem BioAssay.
p-CIP stab down: lowers stability of the mouse p/CIP coactivator protein; 290,000 tested, 0.01% active; F442A p/CIP-EGFP cells, EGFP fluorescence, 16 h; decrease of EGFP signal, % at 10 µM;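 active = EGFP signal decrease of at least 30% at 10 µM or well 3 SD below plate mean, unless failing retest; inactive = the rest, including hits failing retest or dose response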; also: some compounds called inactive have numbers as strong as hits; many of its hits are not listed in these tables
IDE cell activ: activators of human insulin-degrading enzyme in cells; P14735; HEK cells, FAbeta-B cleavage, fluorescence polarization; 0% vehicle, 100% cell-free pure enzyme wells; activation, % at 5.96 µM; 340,000 tested, 0.073% active;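 active = activation above the mean of all tested compounds plus 3 SD, set per screening campaign, cut at about 17% in these data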
Target sequence (P14735 whole entry, looked up): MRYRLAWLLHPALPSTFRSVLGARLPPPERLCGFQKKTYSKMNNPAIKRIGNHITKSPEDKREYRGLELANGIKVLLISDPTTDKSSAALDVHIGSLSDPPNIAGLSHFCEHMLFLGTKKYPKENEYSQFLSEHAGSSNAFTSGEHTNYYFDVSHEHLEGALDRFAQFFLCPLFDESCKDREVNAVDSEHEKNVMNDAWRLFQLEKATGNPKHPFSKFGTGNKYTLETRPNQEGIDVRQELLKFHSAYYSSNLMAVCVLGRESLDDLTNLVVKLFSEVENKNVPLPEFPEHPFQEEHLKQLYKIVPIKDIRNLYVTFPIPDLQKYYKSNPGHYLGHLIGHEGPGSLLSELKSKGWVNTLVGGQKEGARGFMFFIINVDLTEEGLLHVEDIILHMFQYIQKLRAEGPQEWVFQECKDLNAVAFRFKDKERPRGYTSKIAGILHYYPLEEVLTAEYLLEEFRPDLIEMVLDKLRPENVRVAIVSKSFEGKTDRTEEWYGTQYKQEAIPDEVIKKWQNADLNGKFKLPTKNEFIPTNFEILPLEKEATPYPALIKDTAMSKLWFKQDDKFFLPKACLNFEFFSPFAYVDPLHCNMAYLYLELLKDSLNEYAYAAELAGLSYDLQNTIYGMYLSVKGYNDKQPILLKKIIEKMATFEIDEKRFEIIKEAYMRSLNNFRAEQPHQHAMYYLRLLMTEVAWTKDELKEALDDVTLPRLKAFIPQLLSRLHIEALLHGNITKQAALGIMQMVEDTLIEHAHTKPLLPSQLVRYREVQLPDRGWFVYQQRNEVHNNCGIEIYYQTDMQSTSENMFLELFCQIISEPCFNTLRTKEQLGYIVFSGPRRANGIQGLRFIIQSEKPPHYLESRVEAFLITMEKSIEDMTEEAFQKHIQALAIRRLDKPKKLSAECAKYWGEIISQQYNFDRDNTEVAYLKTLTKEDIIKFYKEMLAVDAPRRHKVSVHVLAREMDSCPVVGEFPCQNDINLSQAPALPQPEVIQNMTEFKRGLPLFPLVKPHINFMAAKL
SUMO HTRF inh: inhibitors of human SUMOylation (UBC9); P63279; HTRF SUMOylation assay, SAE1/SAE2 + UBC9, in vitro; inhibition, % at 35 µM; 290,000 tested, 0.36% active; AID 2006; in the data active = inhibition above about 50%, passing the limit was not always enough; also: strong numbers were not always called active
IDE inh: inhibits human insulin-degrading enzyme in HEK cells; P14735; FAbetaB cleavage, fluorescence polarization; inhibition, % at 5.59 µM; 320,000 tested, 0.41% active; AID 434962;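 active = percent inhibition above the average of all tested compounds plus 3 SD, set per screening campaign, cut at about 16% in these data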;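 also: IDE supplied by intact live HEK cells; FP after avidin binding of uncleaved biotin substrate so inhibition keeps polarization high; 0% = DMSO wells and 100% = 60 µM reference IDE inhibitor Ii1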
GalR3 antagonist: blocks the human galanin receptor 3; O60755; HEK293 GalR3-CNG cAMP membrane potential fluorescence; galR3 body fused to GalR1 C-terminus; inhibition, % at 3 µM; 360,000 tested, 0.44% active;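 active = inhibition above the screen-wide average plus 3 SD, cut at about 13% in these data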;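 also: forskolin and galanin both at EC90 stimulate the cells; cAMP rise reported by CNG channel membrane potential dye signal; 0% = forskolin plus galanin with DMSO and 100% = forskolin alone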
IMP-1 inh: blocks Pseudomonas aeruginosa IMP-1 metallo-beta-lactamase. inhibition, % at 5.6 µM. purified IMP-1, nitrocefin hydrolysis, epi-absorbance fluorescence. 290,000 tested, 0.45% active;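 active = inhibition above the mean plus 3 SD of all compounds in the same screening run, cut at about 4.5% in these data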;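 also: 0% = IMP-1 with DMSO and 100% = DMSO wells lacking enzyme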
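System: Purified recombinant IMP-1 metallo-beta-lactamase enzyme | Measured by: Fluorescence quenching readout, ex 480/em 530 nm | Replication: Singlicate | Incubation: 15 min preincubation plus 25 min reaction at 25 °C | Evaluation: Percent inhibition from optical density relative to buffer-blank wells | Benchmarks: DMSO with and without IMP-1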
HCV NS3 hel inh: inhibitors of Hepatitis C virus NS3 helicase. inhibition, % at 10.9 µM. 290,000 tested, 0.56% active. NS3 helicase DNA unwinding, Cy5 molecular beacon fluorescence;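 active = inhibition above the mean of all tested compounds plus 3 SD, set per campaign, cut at about 35% in these data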;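 also: 0% = DMSO wells and 100% = thioflavine S control wells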
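System: HCV NS3 helicase fragment; control set: DMSO and thioflavine S; technique: Cy5 fluorescence at 0 and 60 min, beacon hairpin quenching; reagent: beacon DNA duplex substrate plus ATP; replicates: singlicate; schedule: 1 h reaction at 25 °C, ATP-initiated; medium: MOPS buffer pH 6.5 with MgCl2, DTT, Tween20, BSA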
VIM-2 inhibitor: blocks Pseudomonas aeruginosa VIM-2 metallo-beta-lactamase. purified VIM-2, nitrocefin hydrolysis, epi-absorbance fluorescence. inhibition, % at 5.6 µM. 290,000 tested, 0.89% active;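 active = inhibition above the mean of all tested compounds plus 3 SD, cutoff set per screening run, cut at about 7.5% in these data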;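 also: red hydrolysis product quenches plate fluorescence so inhibitors raise well fluorescence; 0% = enzyme with DMSO and 100% = DMSO without enzyme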
CRFR2-BP antag: CRF-BP/CRF-R2 complex antagonism; HEK293 CRF-R2/CRF-BP, CRF-induced calcium fluorescence; inhibition, % at 11.8 µM; 350,000 tested, 0.59% active; AID 588475;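 active = inhibition of the ligand-induced calcium signal above about 50% at the single tested concentration, limit read from the data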
An asterisk follows results filed as active; . = no result given.

SMILES	p-CIP stab down	IDE cell activ	SUMO HTRF inh	IDE inh	GalR3 antagonist	IMP-1 inh	HCV NS3 hel inh	VIM-2 inhibitor	CRFR2-BP antag
COCCN(C(=O)COC(=O)Cc1c[nH]c2ccccc12)c1c(N)n(Cc2ccccc2)c(=O)[nH]c1=O	.	4	.	1	1	.	.	.	5
Cc1cnn(-c2nc(-c3ccccc3)cc(-c3ccccc3)n2)c1	-4	1	-18	.	-9	-3.6	-1	-2.8	-66
COC(=O)C1=C(C(=O)OC)[C@@H]2N(Cc3ccccc3)c3ccccc3[C@@]23C[C@@H](C(=O)OC)N(C(=O)NC(C)(C)C)C3=N1	.	1	.	-3	-8	.	.	.	2
O=C(CS(=O)(=O)Cc1ccccc1)NCCc1ccc(F)cc1	-9	2	-5	-8	0	-0.8	4	-0.2	4
COc1ccc(C(=O)NCC(=O)O)cc1	-42	8	0	3	-2	-2.6	1	-0.3	19
O=C(c1cccc2cccc(O)c12)N1CCCCC1	-15	-3	61	1	-2	-3.9	9	-1.3	1
Cc1ccc(S(=O)(=O)Nc2ccc3c(c2)nc(CCN2CCCC2)n3C)cc1	10	3	10	5	-7	-2.2	-33	-1.3	-21
CNc1oc(-c2ccc(Cl)cc2)nc1P(=O)(c1ccccc1)c1ccccc1	-9	2	-1	1	0	0.8	-16	1.4	-1
COc1ccc(C2N=C(c3ccccc3)C(C)(C)N2O)cc1OC (stereo not given)	-1	4	21	-4	-6	-3.1	0	1.2	-15
CC1(C)CC(=O)C=C(NCCN2CCNCC2)C1	-4	.	25	1	-3	-1.4	-9	-2.3	0
COc1cc(C(=S)N2CCCCC2)ccc1O	-4	4	11	-5	-9	-4.6	-1	-0.8	-9
Nc1nc2nc(-c3ccc(OCc4ccccc4)cc3)cc(C(F)(F)F)n2n1	0	8	0	9	-6	-1.6	-5	-2.5	1
CCC1Oc2ccc(C)cc2N(CC(=O)N(Cc2cccnc2)Cc2ccc(C)o2)C1=O (stereo not given)	-5	8	0	2	-5	-6.0	-2	-2.4	-24
CCNC(=O)CC1C(=O)N(c2ccc(C)cc2)C(=O)N1CCOC (stereo not given)	2	-2	-5	-3	-9	-1.2	7	-0.6	6
COc1ccc(NC2=NC(=S)N(c3ccccc3C)C23CCCCC3)cc1	-8	3	0	4	-5	-5.3	-5	-3.7	24
Cc1ccc(S(=O)(=O)NNC(=O)c2cnn(-c3ccccc3)c2-n2cccc2)cc1	-4	4	1	4	-4	-0.9	3	-2.3	4
Oc1[nH]c2ccccc2c1N=Nc1ccccc1	-12	3	36	1	-7	-0.5	-17	-1.3	2
COc1ccc(C(C(N)=O)c2ncc(C(F)(F)F)cc2Cl)cc1 (stereo not given)	7	2	-8	1	-3	-1.2	5	-3.3	-7
Cc1ccc2nc(SCC(=O)NCc3ccc4c(c3)OCO4)nc(=O)n2c1	.	4	.	7	-2	.	.	.	-11
CCc1ccccc1NC(=O)CSc1ncn[nH]1	-12	0	6	0	-2	-1.7	0	0.4	-5
O=C(N/N=C/c1cccs1)c1n[nH]c2c1CCC2	-12	7	4	4	1	-5.5	-5	-4.5	15
O=C(COC(=O)c1cc(S(=O)(=O)Nc2ccccc2Cl)ccc1O)Nc1nc2ccccc2s1	3	12	-1	.	1	-3.7	4	0.3	-1
CCOc1ccc(CC(=O)Nc2nccs2)cc1	2	2	25	-5	-1	-2.9	4	-1.2	15
O=C(CSc1ncn[nH]1)Nc1ccccc1Sc1ccccc1	-3	6	7	0	-3	-1.8	6	-3.6	33
NNc1ccc2nncn2n1	-5	-2	4	5	-4	-2.6	3	-1.9	10

Seven records picked at random from the list so far, as already listed:
SMILES	p-CIP stab down	IDE cell activ	SUMO HTRF inh	IDE inh	GalR3 antagonist	IMP-1 inh	HCV NS3 hel inh	VIM-2 inhibitor	CRFR2-BP antag
CCNC(=O)CC1C(=O)N(c2ccc(C)cc2)C(=O)N1CCOC (stereo not given)	2	-2	-5	-3	-9	-1.2	7	-0.6	6
COc1cc(C(=S)N2CCCCC2)ccc1O	-4	4	11	-5	-9	-4.6	-1	-0.8	-9
CC1(C)CC(=O)C=C(NCCN2CCNCC2)C1	-4	.	25	1	-3	-1.4	-9	-2.3	0
O=C(CSc1ncn[nH]1)Nc1ccccc1Sc1ccccc1	-3	6	7	0	-3	-1.8	6	-3.6	33
COc1ccc(C2N=C(c3ccccc3)C(C)(C)N2O)cc1OC (stereo not given)	-1	4	21	-4	-6	-3.1	0	1.2	-15
COc1ccc(C(C(N)=O)c2ncc(C(F)(F)F)cc2Cl)cc1 (stereo not given)	7	2	-8	1	-3	-1.2	5	-3.3	-7
O=C(CS(=O)(=O)Cc1ccccc1)NCCc1ccc(F)cc1	-9	2	-5	-8	0	-0.8	4	-0.2	4

The list goes on.
SMILES	p-CIP stab down	IDE cell activ	SUMO HTRF inh	IDE inh	GalR3 antagonist	IMP-1 inh	HCV NS3 hel inh	VIM-2 inhibitor	CRFR2-BP antag
CCN(CC)C(=O)CSc1nc(O)c(Cc2ccc(OC)cc2)c(=O)[nH]1	8	5	1	-5	-1	0.3	-8	0.3	-5
O=C(Cn1nc(Cc2cccnc2)c2ccccc2c1=O)Nc1cccnc1Cl	14	1	18	-4	3	-2.2	-3	0.2	-3
CCS(=O)(=O)c1nc(S(=O)(=O)c2ccc(Cl)cc2)c(NCc2ccccn2)s1	6	0	0	2	-4	-1.5	19	-1.0	-12
CCCc1nc(SCC(=O)NCC2CCCO2)c2c(=O)n(C)c(=O)n(C)c2n1 (stereo not given)	0	-1	0	5	1	-3.7	-2	-0.5	11
CCOC(=O)c1ccc(Oc2ccc(C(F)(F)F)cn2)cc1	0	0	8	2	-3	-3.1	13	-1.9	-12
COc1cccc(NC(=O)N2CCCC2C(=O)NC2CC2)c1 (stereo not given)	3	5	-8	2	4	-4.9	-4	-3.2	36
O=C(O)CC/C(=N\NC(=O)c1ccncc1)c1ccccc1	-6	1	-9	5	-10	-2.8	-2	-0.9	2
CC(=O)c1cccc(CN2CCN(Cc3ccccc3)C(CCO)C2)c1 (stereo not given)	-4	1	-7	1	-3	-1.8	0	-2.7	-8
COc1ccccc1/C=C/C(=O)NCC(=O)N/N=C/c1cccnc1	-13	1	1	5	-3	-4.0	-9	-1.7	-6
COc1ccc(CN2C(=O)c3cccc4cccc2c34)cc1F	-7	-5	10	0	-7	-2.4	-13	1.5	4
CCc1ccc(C2(O)CC(C(F)(F)F)=NN2C(=O)Cc2ccc([N+](=O)[O-])cc2)cc1 (stereo not given)	-5	6	18	3	-8	-2.9	9	-2.9	-28
CC(NC(N)=O)C(=O)OCC(=O)c1ccc(-c2ccccc2)cc1 (stereo not given)	17	-7	4	9	-2	-3.6	-9	-0.7	7
O=C(O)c1cccc(S(=O)(=O)Nc2ccc(N3CCCCC3)cc2)c1	.	-2	.	1	0	.	.	.	-11
Cc1nn(-c2ccccc2)c2c1C(=O)N(c1ccccc1)C(=O)C(C)(C)C2	-14	-1	-23	4	4	-2.8	2	-3.1	6
CC(C)C(NC(=O)c1ccc(C(C)(C)C)cc1)C(=O)NCCc1ccccn1 (stereo not given)	-9	0	-11	0	-4	0.5	6	1.4	9
CC(C)C(=O)Nc1ccc(-c2csc(-c3ccccc3)n2)cc1	3	-1	-3	1	-11	0.2	3	3.5	28
CC(=O)Nc1ccc(NC(=O)CSc2nnnn2-c2ccc(F)cc2)cc1	-5	-1	11	4	-12	1.5	19	1.1	-1
CNC(=O)Nc1nnc(C(C)(C)C)s1	2	0	3	7	-2	-3.0	2	-3.6	-1
CCN(CC)CC(=O)Nc1ccc([N+](=O)[O-])cc1	-15	9	22	2	-1	-1.6	8	-0.9	13
CCOC(=O)c1ccc(S(=O)(=O)NCCNCc2ccccc2)cc1	.	8	.	6	0	.	.	.	-6
C=CCCCCCCCCC(=O)Nc1c[nH]c(=O)[nH]c1=O	-10	-3	-1	-1	-6	-2.0	1	-2.0	-17
CCCC(C)c1nc(C(N)=O)c2[nH]c(=O)n(-c3ccc(OC)c(OC)c3)c2n1 (stereo not given)	2	7	-6	1	10	-1.5	1	-1.7	-6
O=c1cc(O)c2sc(Nc3ccc(F)cc3)nc2[nH]1	-16	-4	6	0	1	-4.1	10	-0.6	-14
Cc1cccc(OCc2n[nH]c(=S)n2-c2ccccc2)c1	-9	-5	10	-1	-3	-3.7	-2	-3.9	-7
COc1ccc2nc(-c3ccccc3)nc(SCC(=O)NCC3CCCO3)c2c1 (stereo not given)	-7	2	-10	1	-8	-3.3	-3	-1.1	4

New compounds follow:
SMILES	p-CIP stab down	IDE cell activ	SUMO HTRF inh	IDE inh	GalR3 antagonist	IMP-1 inh	HCV NS3 hel inh	VIM-2 inhibitor	CRFR2-BP antag
CCn1c(COc2cccc(C)c2)nc2ccccc21	-10	4	29	5	-3	0.7	2	0.5	-47
CC(Nc1ccc(Cl)cc1)C(=O)NN (stereo not given)	-2	2	23	-6	-3	-3.3	-9	-2.2	-9
CC(C)C1=NOC(C(=O)N2CCC(N3CCC(C(=O)N4CCOCC4)CC3)CC2)C1 (stereo not given)	-7	3	7	0	-3	-1.1	2	0.1	-12
O=C(Cc1ccccc1)NCCn1ccc2ccccc21	-5	2	-1	-7	.	-1.3	2	-3.7	-20
Cc1ccc(/C=N/NC(=O)C(c2ccncc2)N2CCOCC2)cc1 (stereo not given)	12	5	13	-11	0	-2.9	-13	-1.7	5
COc1ccccc1Nc1ccc(Nc2ccccc2OC)nn1	-9	-2	8	-4	3	1.9	-14	0.3	-14
CCOC(=O)N1CCN(C(=O)CCN2C(=O)c3ccccc3S2(=O)=O)CC1	.	4	.	-2	-4	.	.	.	4
O=C(CCCOc1ccccc1)N1CCN(S(=O)(=O)c2cccc(F)c2)CC1	.	-2	.	2	-5	.	.	.	-10
Cc1cccc(N2C(=O)c3ccc(C(=O)Nc4cccc(C(=O)O)c4)cc3C2=O)c1	-3	5	15	0	-2	-1.7	12	-1.1	11
CCOC(=O)c1c(-c2ccco2)csc1NC(=O)COC(=O)c1cnccn1	.	7	.	-2	3	.	.	.	5
CC[N+](CC)(CC)CC(=O)Nc1c(C)cccc1C	.	5	.	5	1	.	.	.	10
CC(C)NC(=O)C(=O)NCCN1CCN(C(=O)c2ccc(C(C)(C)C)cc2)CC1	-10	4	13	-3	-5	-1.7	5	0.8	-7
COC(=O)c1ccc(COn2nnc3ccccc32)cc1	7	0	-13	5	0	-0.5	-5	0.5	10
COc1ccc(OC)c(/C=N/N=C2\SCC(=O)N2Cc2ccco2)c1	-7	1	7	-3	-1	-2.8	4	-0.4	-19
CCC(CO)Nc1nc2ccc(Cl)cc2c2ccccc12 (stereo not given)	-5	5	-3	9	-8	-4.0	-9	-2.0	-16
O=C(COc1ccc(F)cc1Br)N1CCN(S(=O)(=O)/C=C/c2ccccc2)CC1	-6	10	4	-8	5	-2.6	2	-3.7	-10
NC(=O)c1cc2ccccc2o/c1=N/NC(=O)c1cccs1	-3	-2	8	3	-5	-1.3	-14	-0.8	0
COc1cc(O)c(C(=O)/C=C/c2ccccc2)c(OC)c1	-8	5	-4	3	-2	-3.1	-3	-0.7	-12

Compounds as they come; about 3.2% have a hit in one of these screens.
